Screening results deposited in PubChem by The Scripps Research Institute Molecular Screening Center.
TAAR1 antag: antagonists of human TAAR1 | Q96RJ0 | CHO RD-HGA16 TAAR1, Fluo-8 calcium fluorescence, antagonist | inhibition, % at 3 µM | 1.5% of 360,000 active | AID 624466;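 active = inhibition above a per-plate cutoff, the mean inhibition of test compounds on that plate plus 3 SD, cut at about 49% in these data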;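 note: 0% = DMSO plus EC80 beta-PEA response and 100% = DMSO alone without agonist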
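Test system: CHO RD-HGA16 cells bearing hTAAR1 | Reagent: β-PEA, EC80 | Compound dosing: 3 µM, single point | Schedule: Dye loading 75 min at 37 °C, then 30 min room temperature | Signal: Calcium fluorescence with Fluo-8 | Evaluation: Percent inhibition of PEA-evoked calcium signal, max/basal emission ratio | Control set: DMSO-only wells and EC80 β-PEA-stimulated wells | Repeats: Singlicate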
CHRM1 agonist: human M1 muscarinic receptor agonism; P11229; CHO-K1 hM1, Fluo-8 calcium fluorescence, agonist mode; 0% DMSO, 100% acetylcholine EC100; activation, % at 3 µM; 0.33% of 360,000 active;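 active = activation above the run's mean compound activation plus 3 SD, cut at about 16% in these data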;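 note: peak over basal fluorescence ratio within a 140 s kinetic read after compound addition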
V1R ag counter: activates human V1a receptor in oxytocin agonist counter-screen; AID 2797; 0.25% of 320,000 active; activation, % at 3 µM; CHO-V1R cells, Fluo-8 calcium fluorescence, agonist mode; 0% DMSO, 100% 3 nM vasopressin;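 active = activation above the mean activation of all tested compounds plus 3 SD, per screening run, cut at about 20% in these data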;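 note: signal is peak over basal fluorescence ratio across a 100 second FLIPR read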
Target sequence (P37288 whole entry, looked up): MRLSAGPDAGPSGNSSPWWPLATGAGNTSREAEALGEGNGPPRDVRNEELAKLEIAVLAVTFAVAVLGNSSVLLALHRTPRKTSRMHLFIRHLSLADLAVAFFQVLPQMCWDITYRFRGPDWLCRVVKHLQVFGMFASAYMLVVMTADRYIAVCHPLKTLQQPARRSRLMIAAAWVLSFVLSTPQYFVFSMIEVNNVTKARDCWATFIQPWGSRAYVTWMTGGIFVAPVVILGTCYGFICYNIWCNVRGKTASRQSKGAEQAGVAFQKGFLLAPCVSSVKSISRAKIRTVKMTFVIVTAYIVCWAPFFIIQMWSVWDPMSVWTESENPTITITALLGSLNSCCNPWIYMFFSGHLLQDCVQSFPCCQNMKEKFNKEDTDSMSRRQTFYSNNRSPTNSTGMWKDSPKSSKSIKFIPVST
M1 PAM parental: counter-screen for M1 PAMs: effect in parental CHO-K1 cells; 0.02% of 360,000 active; ATP EC20, Fluo-8 calcium fluorescence; 0% at ATP EC20, 100% at ATP max; activation, % at 3 µM;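 active = activation above the run cutoff, the mean activation of all test compounds plus 3 SD, cut at about 40% in these data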;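 note: peak over basal fluorescence ratio in a 140 s read after ATP addition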
TAAR1 agonist: agonists of human TAAR1 | Q96RJ0 | CHO RD-HGA16 TAAR1, Fluo-8 calcium fluorescence; vehicle wells 0%, saturating PEA agonist 100% | activation, % at 3 µM | 0.99% of 360,000 active | AID 624467;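 active = activation above the mean activation of all test compounds in the run plus 3 SD, cut at about 38% in these data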
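Test system: RD-HGA16 (CHO) cells co-expressing Gα16 and hTAAR1 / Benchmarks: DMSO vehicle as 0%, PEA at EC100 as 100% / Repeats: no replicates (n 1) / Measure: % activation from peak over basal fluorescence ratio, DMSO-to-PEA scaled / Timing: 17-24 h plating, Fluo-8 75 min 37 °C, 30 min RT / Technique: kinetic Fluo-8 calcium fluorescence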
OXTR potentiator: potentiates the human oxytocin receptor response | CHO-OTR cells, Fluo-8 calcium fluorescence, potentiator mode; 0% = oxytocin EC15, 100% = EC100 | P30559 | activation, % at 3 µM | 0.061% of 320,000 active;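 active = activation above that plate's cutoff, the mean activation of tested compounds plus 3 SD, cut at about 6.6% in these data, passing the limit was not always enough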;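 note: 100% uses oxytocin at 75 nM as the full agonist control; some results filed as inactive read as strong as hits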
Target sequence (P30559 whole entry, looked up): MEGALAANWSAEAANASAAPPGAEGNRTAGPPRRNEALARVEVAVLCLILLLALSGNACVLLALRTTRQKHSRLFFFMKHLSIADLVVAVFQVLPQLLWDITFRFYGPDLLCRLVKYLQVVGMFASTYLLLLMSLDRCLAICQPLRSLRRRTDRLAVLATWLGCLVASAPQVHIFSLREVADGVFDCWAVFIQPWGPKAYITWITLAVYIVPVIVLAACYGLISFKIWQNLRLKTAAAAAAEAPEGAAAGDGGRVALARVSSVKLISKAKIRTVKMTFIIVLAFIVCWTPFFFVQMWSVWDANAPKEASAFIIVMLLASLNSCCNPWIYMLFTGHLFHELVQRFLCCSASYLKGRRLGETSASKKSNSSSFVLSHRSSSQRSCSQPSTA
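Assay system: CHO cell line stably expressing human OTR | Also added: Oxytocin at about EC15, sub-maximal agonist stimulus | Times: Compound 6 min at room temperature before oxytocin, 100 s read | Measured by: Fluo-8 intracellular calcium fluorescence, ex 470-495, em 515-575 nm | Controls: EC15 oxytocin alone as 0%, 75 nM oxytocin as 100%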
CHO-K1 Ca antag: counter-screen for M1 antagonists: effect in parental CHO-K1 cells; ATP-induced calcium, Fluo-8 fluorescence; inhibition, % at 3 µM; 0.6% of 360,000 active; AID 602250;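 active = inhibition above a per-plate cutoff, the plate's mean sample inhibition plus 3 SD, cut at about 24% in these data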;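 note: 0% = DMSO plus EC80 ATP and 100% = DMSO alone without ATP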
CHO parental Ca: counter-screen: ATP calcium response change in parental CHO cells. 0.63% of 330,000 active. parental CHO-K1, ATP-induced calcium, Fluo-8 fluorescence. inhibition, % at 5.6 µM. AID 463079;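 active = inhibition above that plate's mean sample inhibition plus 3 SD, cut at about 26% in these data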;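 note: 0% = ATP-challenged DMSO wells and 100% = DMSO wells without ATP; some compounds past the cut are filed as inactive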
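Material – parental CHO cells · Reagent – ATP stimulus · Compound – single nominal dose of 5.6 µM per compound · Detection – Fluo-8 fluorescence · Read-out basis – percent inhibition of calcium signal · Controls – ATP-challenged DMSO wells low, unchallenged DMSO wells high · Repeats – no replicates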
M1 ag parental: nonselective activator or artifact in parental CHO-K1 cells; Fluo-8 calcium fluorescence; scaled to maximal ATP response, vehicle zero; activation, % at 3 µM; 0.48% of 360,000 active; AID 602248; in the data active = activation above about 15%;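 note: untransfected CHO-K1 host cells lacking M1 receptor as counterscreen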
The depositor's hits bear a star; · = no result given.

SMILES	TAAR1 antag	CHRM1 agonist	V1R ag counter	M1 PAM parental	TAAR1 agonist	OXTR potentiator	CHO-K1 Ca antag	CHO parental Ca	M1 ag parental
COCOCCn1cc(CN2CCS(=O)(=O)N(Cc3ccc(-c4ccncc4)cc3)C(CC(C)C)C2=O)nn1 (configuration not stated)	18	-1	·	15	6	·	-8	·	2.6
COCCNC(=O)C(c1cccs1)N(Cc1ccccc1)C(=O)Cn1nnc2ccccc21 (configuration not stated)	2	-2	0.8	15	17	-7	-9	-36	1.1
CCCOC(=O)c1c(N)sc(C(=O)OCC)c1C	7	2	0.0	12	-1	-2	1	-7	-0.7
COc1cc(C(=O)O[C@H]2CC(C)=CC[C@@]3(C)CC[C@@](O)(C(C)C)[C@H]23)ccc1O	-16	-5	-0.9	11	15	-9	-11	9	2.3
COC(=O)c1ccccc1NC(=O)Cn1cnc2ccc(S(=O)(=O)N3CCC(C)CC3)cc2c1=O	14	-1	0.3	-2	0	-12	2	-12	0.2
COc1ccc(N(C)S(=O)(=O)c2cccc(C(=O)NC3=NCCS3)c2)cc1	17	-2	2.5	-5	14	-10	16	-9	0.6
CCc1cc2c(Nc3ccccc3O)nc(C)nc2s1	32	-3	·	-5	1	·	-4	·	2.9
Cc1cc([N+](=O)[O-])cc(C)c1OCC(=O)N/N=C/c1ccc(OC(=O)c2ccccc2Br)cc1	-2	-6	0.9	16	0	4	-6	-5	0.2
CC(C)CC(=O)O/N=C1\C(=O)N(c2ccccc2)c2ccccc21	-3	-2	-1.5	12	6	-3	-9	5	0.0
CCOC(=O)C1(CCOC)CCN(Cc2cc3ccccc3s2)CC1	-11	-2	2.4	21	0	-4	-10	-14	3.0
CCCC(=O)Nc1sc(-c2ccccc2)c(-c2ccccc2)c1C(=O)O	-36	-4	-0.1	-14	-2	-6	4	-7	-0.2
CCOc1cc(C(=O)N(CC)CC(=O)Nc2ccc3c(c2)OCCO3)ccc1OC	-12	4	0.5	-2	2	-3	-21	-15	0.5
Cc1nnc(SCC(=O)NCc2ccc3c(c2)OCO3)n1C	8	-4	0.1	-13	5	-15	-2	-2	-0.2
CCN=C1SC(C(=O)Nc2cccc(C)c2)CC(=O)N1CC (configuration not stated)	63*	3	0.5	5	18	-20	15	-7	4.3
CC(=O)Nc1ccc(C(=O)OCc2ccc(Cl)c(Cl)c2)cc1	18	-7	3.9	12	3	-7	2	-9	2.9
CSc1nnc(-c2cccn(Cc3cccc(Cl)c3)c2=O)o1	7	-5	0.8	7	4	-17	-2	-10	-0.1
COc1ccc(C)cc1-n1nnnc1SC(C)C(=O)NC1CCCC1 (configuration not stated)	4	-3	0.3	-2	-1	-3	-6	-20	-0.3
Cc1nn(-c2cccc(Cl)c2)c2nc(C(F)(F)F)[nH]c(=O)c12	-1	-3	1.7	-10	0	0	9	-6	0.1
Cc1[nH]c2ccccc2c1SCC(=O)O	-9	-3	0.1	20	15	-2	-5	-11	-0.4
Cc1ccc(C)c(S(=O)(=O)Nc2ccc(C(=O)N3CCOCC3)cc2)c1	11	-4	·	16	0	·	-11	·	0.6
NC(=O)C1CCN(CCS(=O)(=O)c2ccc(Cl)cc2)CC1	-18	-1	-0.7	10	0	-15	-16	-4	1.4
NC(=O)[C@@H]1CCCCNc2c(F)cc([N+](=O)[O-])cc2C(=O)N[C@@H](CCCN=C(N)N)C(=O)NCC(=O)N1	10	-1	-0.1	-10	8	-7	-7	-1	-0.6
CN(CC(=O)Nc1ccccc1C(F)(F)F)C(=O)c1ccccc1Sc1ccccc1C#N	-21	-1	1.6	15	7	-4	-9	-20	2.5
Cc1c(NC(=O)OCCNC(=O)Nc2ccccc2)sc(=S)n1C	-15	-5	0.4	10	7	2	2	-4	0.4
CCCCCOc1ccc(Cl)cc1CN1CCOCC1	18	-3	-0.6	-2	26	-3	8	-20	1.1
Continued:
SMILES	TAAR1 antag	CHRM1 agonist	V1R ag counter	M1 PAM parental	TAAR1 agonist	OXTR potentiator	CHO-K1 Ca antag	CHO parental Ca	M1 ag parental
O=C(/C=C/c1ccc(F)cc1)NCc1ccco1	-8	-7	-0.5	14	1	-2	0	-7	3.0
Cc1sc2ncn(CC(=O)NCCN3CCOCC3)c(=O)c2c1S(=O)(=O)N1CCC(C)CC1	0	-6	-0.9	2	5	-6	-12	-3	0.2
O=C(Nc1ccc(Oc2ccccc2)cc1)C1CCCO1 (configuration not stated)	3	-7	0.7	-13	2	-4	16	-9	-0.2
COc1ccccc1CNC(=O)C1Cc2cc(S(=O)(=O)N3CCCCC3)ccc2N1C(C)=O (configuration not stated)	9	-2	0.0	14	1	0	1	-17	-0.1
Cc1ccccc1OCc1nnc2c3cnn(C)c3ncn12	3	-3	0.0	10	-2	-6	-4	-9	0.0
COc1cccc(N2C(=O)C3C(C2=O)C3(c2ccccc2)c2ccccc2)c1 (configuration not stated)	-16	-5	-0.2	12	12	-4	-16	-31	0.9
COc1ccc(C(=O)NCc2ccc(C(=O)O)o2)cc1	-14	-2	-0.1	-1	6	-1	0	5	0.4
COc1cccc(/C=N/NC(=O)CCn2nnc3ccccc32)c1	12	-7	0.8	20	6	-10	-11	-11	1.7
CC(C)OC(=O)CSc1nnc(C2CCCCC2)n1N	8	-3	-0.8	-3	1	1	-4	-14	1.8
COC(=O)c1c(-c2ccc(Br)cc2)noc1N	-2	-5	0.3	-2	-1	-7	3	3	0.0
COc1cc(Cl)ccc1OCc1cc(C(=O)N(C)Cc2cn(C)nc2C)no1	-1	-2	0.0	-5	0	-5	-2	-1	1.1
COc1ccc(NC(=O)Nc2ccc3c(c2)N(C)C(=O)CS3)cc1Cl	63*	3	11	-2	25	-32	28*	31*	7.3
O=C(CSc1nnc(-c2ccccc2)c(-c2ccccc2)n1)NC1CCS(=O)(=O)C1 (configuration not stated)	-3	-5	0.0	17	1	-14	-13	-14	2.1
Cc1c(C(=O)NC2CCCc3ccccc32)cccc1[N+](=O)[O-] (configuration not stated)	3	-8	1.9	0	0	0	0	-22	0.8
CC(C)CN(c1ccccc1)S(=O)(=O)c1nnc(NC(=O)C(C)C)s1	-9	0	0.5	-21	7	-8	-14	-16	-0.2
CC(C)(C)N/N=C1\CC(c2ccccc2)Oc2ccccc21 (configuration not stated)	-27	0	-0.8	15	1	-2	4	-25	1.2
CCN(C(=O)CSc1ccc2ccccc2n1)C1CCCCC1	3	-3	-0.1	40	5	-4	-8	-20	1.2
Clc1ccc(-c2n[nH]c3c2CCC3)cc1Cl	-14	-2	-0.5	-3	5	-17	1	-17	0.2
O=[N+]([O-])c1cccnc1-n1cnc2ccccc21	-14	-5	0.9	17	0	6	-13	6	1.1
CN(CC(=O)Nc1ccccc1Cl)C(=O)COC(=O)c1nc(Cl)ccc1Cl	-7	-2	-0.1	3	1	-2	3	-11	0.2
O=C(NC(C(=O)N/N=C/c1cccnc1)c1n[nH]c(=O)c2ccccc12)c1ccccc1 (configuration not stated)	-26	-2	1.3	-8	1	-7	-1	8	1.6
C=CCOc1ccccc1/C=N/NC(=O)Cc1ccccc1	-9	-3	-0.8	-8	3	4	3	2	0.3
COc1ccc(CCNC(=O)C2CCCN2C(=O)Nc2cccc(C(C)=O)c2)cc1OC (configuration not stated)	16	-2	-0.1	17	11	-9	-6	-25	0.1
N#Cc1ccc(COC(=O)c2cc(=O)c3ccccc3o2)cc1	-13	-1	0.2	11	5	-13	-7	9	0.2
CCCc1cc(N2CCN(c3ccccn3)CC2)n2nc(C)c(-c3ccccc3)c2n1	-11	0	-1.0	7	0	-17	0	-3	-0.1

Structural class, those above containing a CF3 group
SMILES	TAAR1 antag	CHRM1 agonist	V1R ag counter	M1 PAM parental	TAAR1 agonist	OXTR potentiator	CHO-K1 Ca antag	CHO parental Ca	M1 ag parental
Cc1nn(-c2cccc(Cl)c2)c2nc(C(F)(F)F)[nH]c(=O)c12	-1	-3	1.7	-10	0	0	9	-6	0.1
CN(CC(=O)Nc1ccccc1C(F)(F)F)C(=O)c1ccccc1Sc1ccccc1C#N	-21	-1	1.6	15	7	-4	-9	-20	2.5

Continuation.
SMILES	TAAR1 antag	CHRM1 agonist	V1R ag counter	M1 PAM parental	TAAR1 agonist	OXTR potentiator	CHO-K1 Ca antag	CHO parental Ca	M1 ag parental
CC(=O)NC(C)(c1ccccc1)c1nc(-c2cccc(C(F)(F)F)c2)cs1 (configuration not stated)	-23	-6	·	-12	5	·	18	·	-0.2
CC1(C)CC(=O)C(C=NCCC2=CCCCC2)=C(O)C1	-10	-15	-1.3	3	20	-4	-28	-4	1.1
Cc1ccc(NC(NC(=O)c2cccnc2)C(Cl)(Cl)Cl)cc1 (configuration not stated)	-8	-2	3.2	13	7	-8	-1	-6	2.5
CCOC(=O)c1ccc(N=C2SC(C(=O)NC)CC(=O)N2Cc2ccc(F)cc2)cc1 (configuration not stated)	-18	-4	0.6	3	6	0	-10	-1	0.6
Cc1cc(NC(=O)CSCC(=O)OCC(=O)Nc2cc(C)c(C)cc2[N+](=O)[O-])no1	-13	-4	-1.0	-1	3	-9	-1	-15	0.2
CCN1CCN(C(=O)c2ccc(C)c(S(=O)(=O)Nc3cccc(C)c3)c2)CC1	-3	-7	1.1	3	0	-1	5	-12	0.6
CCCS(=O)(=O)N1CCN(C(=O)COc2ccc(-c3ccccc3)cc2)CC1	11	0	7.2	-6	8	-18	-3	4	2.1
CCn1nc(NC(=O)c2ccncc2)c2cc3ccc(C)cc3nc21	2	-12	-0.8	14	0	-3	-24	-21	1.2
CC(C)[C@@H](C(=O)NCc1ccco1)N1C(=O)N2CCc3c([nH]c4ccccc34)[C@@]2(C)C1=O	-21	-2	-0.1	7	1	-1	-2	-25	0.1
COc1ccc(C)cc1NC(=O)CN(C)S(=O)(=O)c1ccc2c(c1)c(=O)n(C)c(=O)n2C	·	-4	1.8	26	·	-9	-6	-9	1.7
Cc1c(C)c2c(OCC(=O)NCc3ccco3)cc3c(c2oc1=O)CCC(C)(C)O3	-21	0	-0.3	1	0	-2	9	-18	0.3
CN(C)c1nc(N(C)C)c2cnn(C)c2n1	8	-5	·	7	-1	·	-8	·	0.3
CSc1ncnc2c1ncn2CCCNCc1cccs1	-17	-8	·	9	6	·	3	·	-0.2
Cc1cc(C(=O)CN2C(=O)NC3(CCCCCC3)C2=O)c(C)n1C	-9	-3	·	-7	4	·	-15	·	0.7
